mIDH1 inhibitor – human IDH1 R132H inhibition; Potency, µM (titrated, usually from 76.6 µM), without a hit: at the highest dose activity change, negative = inhibition, actives largely listed as inhibitors; IDH1-R132H enzyme, NADPH consumption, diaphorase/resazurin fluorescence; 390,000 compounds, 0.093% hits; note: potency is the fitted concentration of half-maximal effect; % is set by controls: 0 for no effect and ±100 for the full control effect; nearly all actives have a fitted effect of over 65% in size
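IDH1-R132H (0.5 ug/mL) preincubated 30 min with compound, then NADPH (0.016 mM) and alpha-KG (2 mM) added; 80 min at RT, pH 7.5. Remaining NADPH coupled via diaphorase/resazurin to fluorescence (540/590 nm); concentration-response curves normalized to no-enzyme control.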
TrxR1 substrate – substrates of rat thioredoxin reductase 1 | AID 588456 | O89049 | Potency, µM (titrated, usually from 114 µM), inactives show at the top dose activity change, negative = substrate turnover | purified TrxR1 substrate turnover, NADPH consumption readout | 390,000 compounds, 0.01% hits; note: potency is the fitted concentration of half-maximal effect; % is set by controls: 0 for no effect and ±100 for the full control effect; nearly all actives have a fitted effect of over 50% in size
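Rat TrxR1, dispensed at 90 nM, was prereduced with 400 uM NADPH (final) for 5 min at ~22 deg C, then incubated with compound 15 min before 400 uM selenite. A first-read NADPH fluorescence drop versus no-compound background flagged substrates.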
TRHR agonist – activates the human TRH receptor; P34981; TRHR cells, calcium flux fluo-8, FDSS agonist mode; activation, % at 2 µM; 360,000 compounds, 0.18% hits; in the data active = activation above about 30%; note: 0% is about no effect
Target sequence (P34981 whole entry, looked up): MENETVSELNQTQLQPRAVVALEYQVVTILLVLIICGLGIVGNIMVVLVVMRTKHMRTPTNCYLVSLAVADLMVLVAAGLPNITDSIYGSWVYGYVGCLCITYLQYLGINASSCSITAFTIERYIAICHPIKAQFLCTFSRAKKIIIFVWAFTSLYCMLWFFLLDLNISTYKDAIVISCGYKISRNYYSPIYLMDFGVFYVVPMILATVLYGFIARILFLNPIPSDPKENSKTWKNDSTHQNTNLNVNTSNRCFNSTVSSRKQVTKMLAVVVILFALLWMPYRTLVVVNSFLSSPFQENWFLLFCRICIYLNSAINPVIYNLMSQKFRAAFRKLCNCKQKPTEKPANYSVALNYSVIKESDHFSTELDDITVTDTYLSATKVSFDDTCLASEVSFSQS
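Read-out: compound-evoked intracellular calcium rise in TRHR cells, fluo-8 dye, kinetic FDSS fluorescence at 1 s/cycle following a 10-cycle baseline. Cells cultured overnight before dye loading (30 min–1.5 h, RT).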
rTrxR1 inhibitor – inhibitors of rat thioredoxin reductase 1. Potency, µM (titrated, usually from 114 µM), for inactives: top-dose activity change, negative = inhibition, hits mostly inhibitors. AID 588453. O89049. 390,000 compounds, 1% hits. recombinant rTrxR1, NADPH fluorescence consumption, selenite substrate; note: potency is the fitted concentration of half-maximal effect; % is set by controls: 0 for no effect and ±100 for the full control effect; nearly all actives have a fitted effect of over 65% in size
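Rat TrxR1 (90 nM in the dispensed reagent) was pre-reduced with 400 uM NADPH for 5 min at room temperature, then incubated with compound for 15 min. After 400 uM selenite was added, NADPH fluorescence (Ex 340/Em 450 nm) was followed for 8 min.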
TRHR enhancer – allosteric enhancers of human TRH receptor. 360,000 compounds, 0.66% hits. TRHR cells, fluo-8 calcium fluorescence, EC20 TRH enhancement. P34981. enhancement, % at 2 µM; in the data active = enhancement above about 30%; note: 0% is about no effect
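TRHR-expressing cells loaded with fluo-8 calcium dye were read kinetically (ex 480/em 530) during compound addition, then stimulated with an EC20 of TRH (10 nM final). Enhancement of the Gq-mediated intracellular calcium response was scored.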
PI4K2A block – PI4K2A (human) kinase inhibition | AID 1346378 | purified PI4K2A, ADP-Glo luminescence, 1 h; stronger effect = lower value | activity change, negative = inhibition, % at 76.9 µM | Q9BTU6 | 420,000 compounds, 0.13% hits; in the data active = activity change below about -50%; inconclusive = mostly about -30% to -49%;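 note: -100% = wells without enzyme as full effect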
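ADP-Glo luminescence measured ADP generated by PI4K2A enzyme (4 ug/mL before mixing) with 1.2 mM PI substrate (pre-mix) and 300 microM ATP (pre-mix). Tris pH7.5 buffer with MgCl2, Triton X-100; 1 h reaction at ambient temperature.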
USP1-UAF1 inh – inhibitors of human USP1/UAF1 deubiquitinase; O94782; recombinant USP1/UAF1, Ub-Rhodamine cleavage fluorescence; Potency, µM (highest dose often 57.1 µM), inactives show top-dose activity change, negative = inhibition, usual class: inhibitors; 390,000 compounds, 0.23% hits; note: potency is the fitted concentration of half-maximal effect; % is set by controls: 0 for no effect and ±100 for the full control effect; nearly all actives have a fitted effect of over 60% in size; inactives centre near -12
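USP1/UAF1 complex at 1 nM was preincubated with compound for 15 min at room temperature, then Ub-Rho substrate (150nM final) was added. Fluorescence (480/540 nm) was read kinetically, 6 reads every 60 seconds.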
D2 antagonist – antagonists of human D2 dopamine receptor; AID 485344; HEK293 TREx D2 cells, calcium flux, dopamine EC80; 340,000 compounds, 2% hits; inhibition, % at 10 µM; in the data active = inhibition above about 30%; note: 0% is about no effect
Target sequence (P14416 whole entry, looked up): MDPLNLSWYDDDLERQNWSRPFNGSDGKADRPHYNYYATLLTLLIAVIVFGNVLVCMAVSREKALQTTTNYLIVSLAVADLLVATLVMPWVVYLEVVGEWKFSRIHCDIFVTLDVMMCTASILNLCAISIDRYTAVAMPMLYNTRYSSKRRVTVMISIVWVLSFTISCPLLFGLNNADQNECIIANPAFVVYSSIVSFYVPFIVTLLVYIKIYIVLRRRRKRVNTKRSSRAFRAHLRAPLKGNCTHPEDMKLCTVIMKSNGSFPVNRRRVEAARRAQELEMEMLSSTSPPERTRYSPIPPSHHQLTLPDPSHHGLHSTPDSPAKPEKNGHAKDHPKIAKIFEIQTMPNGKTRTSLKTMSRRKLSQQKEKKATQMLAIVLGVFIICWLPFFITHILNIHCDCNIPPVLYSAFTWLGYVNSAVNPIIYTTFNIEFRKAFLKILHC
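Overnight-induced (tetracycline, 30 C) HEK293 T-REx cells carrying force-coupled D2 receive a no-wash calcium dye, then compound, then EC80 dopamine at 180 s; signals are read kinetically throughout.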
D2 agonist – activates the human D2 dopamine receptor; P14416; HEK293 T-REx D2 cells, calcium flux agonist mode; AID 485358; 340,000 compounds, 0.53% hits; activation, % at 2 µM;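 active = activation over 3 SD above normal in the single-dose calcium agonist read, cut at about 30% in these data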; note: 0% is about no effect
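Tetracycline-induced HEK293 T-REx cells with force-coupled D2 receptor, plated overnight at 30 C, loaded with no-wash calcium dye. After a 10 s baseline, compound was pin-added and calcium flux read kinetically for 180 s; calcium rises flagged agonists.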
Numbers without * were called inactive; ? = inconclusive; nt = not tested or not shown; [ ] = remark or other dose. Unless noted, calls come from the whole dose curve; as a rule, active = well fitted inhibition curve with a large enough effect; inconclusive = small, poorly fitted or top-dose-only effect; inactive = no such curve, though single readings can be large or run the other way.

SMILES	mIDH1 inhibitor	TrxR1 substrate	TRHR agonist	rTrxR1 inhibitor	TRHR enhancer	PI4K2A block	USP1-UAF1 inh	D2 antagonist	D2 agonist
CC(=O)N(Cc1cccnc1)c1nc2c(C)c(C)ccc2s1	10.9%	4.8%[57.1 µM]	0.1	14.8%[57.1 µM]	4.8	1.7	-21.4%	nt	0.4
Cc1cc(=O)[nH]c(-n2[nH]c3c(c2=O)CCCC3)n1	2.3%	7.1%	-0.4	5.9%	0.8	-3.6	?	7.5	0.8
O=[N+]([O-])c1ccc(O)c(C=Nc2ccc3c(c2)OCO3)c1	4.1%	-3.1%	1.1	?	16.5	2.0	?	-12.4	0.1
O=C(NCCc1ccc(Cl)cc1)c1ccc2nc(Cc3ccccc3)oc2c1	3.7%	5.1%[57.1 µM]	1.1	27.8%[57.1 µM]	11.6	2.2	-23.9%	nt	-0.1
COc1cc2ccccc2cc1C(=O)Nc1ccc(Cc2ccncc2)cc1	-0.8%	7.2%	-0.5	11.5%	1.4	2.5	?	5.1	0.2
Cc1ccc(NC(=O)CN2C(=O)COc3ccc(C)cc32)nc1	8.5%	3.4%	0.6	17.3%	23.8	9.2	-17.6%	-29.5	0.7
CC(C)(C)n1ncc2c(=O)n(CC(=O)N3CCCCCC3)cnc21	4.5%	3.1%	0.3	15.6%	3.3	2.5	-19.0%	-20.2	0.9
CC(c1ccccc1)N1CCC(CNC(=S)Nc2cccc(Cl)c2)C1 (stereo unspecified)	-12.5%	8.8%	2.2	-3.2%	2.9	5.1	-18.5%	0.6	1.4
Cc1ccc2c(CNC3CCC(C)CC3)c(C(=O)O)n(Cc3cccc(F)c3)c2c1 (stereo unspecified)	1.1%	5.3%	-0.6	13.9%	3.3	0.9	-23.7%	nt	0.1
Cc1ccc2cccnc2c1N	1.4%	-10.6%	-0.2	26.9%[57.1 µM]	7.6	0.1	-3.8%	nt	nt
CC1=CCC(C(=O)N/N=C/c2cccs2)C(c2ccc(F)cc2)C1 (stereo unspecified)	-0.7%	-4.7%	-1.5	5.7%	-2.7	-9.8	-15.2%	-0.2	0.5
Cc1nc2c(ncn2-c2ccccc2)c(=O)n1NC(=O)CN1CCN(C)CC1	0.0%	4.3%	-0.1	8.0%	10.7	5.4	-6.0%	1.5	-0.5
COc1ccc(-c2nc3c(n2O)CCCC3=O)cc1OC	10.8%	11.3%[57.1 µM]	0.0	15.8%[57.1 µM]	6.0	-0.5	-15.9%	-3.7	1.0
NS(=O)(=O)c1ccc(Nc2ccccc2)c([N+](=O)[O-])c1	1.4%	1.1%	-1.1	10.8%	-3.5	-1.4	-18.0%	-3.5	-0.9
COC(=O)c1ccccc1NC(=O)Cn1c(=O)n(CCC(=O)NCc2ccccc2OC)c(=O)c2ccccc21	12.9%	7.2%	-1.9	16.9%	8.3	1.2	-14.0%	nt	nt
CCN(c1ncnc2c1cnn2-c1ccc(C)cc1)C1CCCCC1	-3.1%	6.8%[57.1 µM]	0.0	16.4%[57.1 µM]	-2.2	0.6	-6.7%	nt	0.3
O=C(O)CCn1[nH]c(=O)ccc1=O	4.0%	1.9%	-0.9	8.6%	1.5	1.3	-14.5%	24.3	-2.3
O=C(Cc1ccccc1F)NNC(=O)c1ccncc1	-11.4%	-16.4%	0.4	-17.9%	-3.2	-1.4	-1.4%	-0.9	-1.3
Cc1cccc(C(=O)N/C(=C\c2ccco2)C(=O)N2CCCC2)c1	-1.8%	3.2%	-0.4	4.3%	-3.5	0.2	-24.2%	nt	nt
Cc1ccc(S(=O)(=O)c2nc(-c3ccco3)oc2SCC(=O)c2ccc(Cl)cc2)cc1	-2.0%	-10.3%	1.0	-3.2%	0.6	-1.5	-4.5%	nt	1.0
CCOC(=O)c1sc(=NC(=O)c2c(F)cccc2F)n(C)c1C	3.7%	-8.3%	-0.5	11.8%	-2.3	5.6	-1.8%	-12.4	-0.2
Cc1ccc(OC(=O)CCC(=O)Nc2ccc(C)c(C)c2)cc1	1.7%	3.3%[57.1 µM]	nt	1.4%[11.4 µM]	nt	0.9	5.3%	nt	nt
CCCCC1=CC2=C(c3ccco3)C(=O)C(C)(OC(=O)c3ccc(OC)cc3)C(=O)C2=CN1c1ccc(OC)cc1 (stereo unspecified)	5.1%	6.3%[57.1 µM]	0.9	13.0%	4.0	-5.6	-18.9%	8.7	0.0
O=C(NCc1ccccc1F)c1ccc2c(c1)OCCO2	-3.7%	-3.9%	0.4	-6.8%[57.1 µM]	-6.1	2.6	-3.0%	-2.3	0.7
c1csc(Cn2nnnc2CN2CCN(c3nc4ccccc4s3)CC2)c1	1.1%	-3.8%	-0.1	-3.9%	-0.4	1.2	-5.2%	0.5	0.5
CCOc1ccc(CCNC(=O)CCn2c(=O)c3cccn3c3cccnc32)cc1	-15.8%	-6.0%	-0.4	-2.7%	-1.4	-6.2	-2.0%	nt	-0.7
CN(C)CCCNC(=S)NCc1ccc(Cl)cc1	2.4%	-1.7%	0.4	-3.9%	-4.7	-0.2	-11.4%	16.0	-0.9
O=C(c1cc(-c2ccc(F)cc2)on1)N1CCCCCC1	7.4%	10.3%[57.1 µM]	-1.7	10.6%[57.1 µM]	3.5	-6.3	-4.3%	9.5	-2.1
CC(C)(C)c1nc(SCC(=O)NCc2cccs2)c2ccccc2n1	-3.4%	7.0%	0.4	19.7%	-9.3	-0.8	-16.8%	-6.7	-0.6
O=C(NCc1cccc(Cl)c1)c1cc(=O)[nH]c2ccccc12	-1.8%	8.4%	-1.6	15.9%	-4.3	4.7	-15.4%	-0.9	-1.7
CCCC(=O)Nc1c2c(nn1-c1cccc(C)c1C)CS(=O)(=O)C2	-3.0%	3.1%	0.8	25.4%	-2.6	-2.5	-10.9%	3.8	0.4
Cc1ccc(-n2nc3ccc(NC(=O)c4oc5ccccc5c4C)cc3n2)cc1	-14.4%	29.8%	0.5	25.5%	5.4	-6.6	0.0%	nt	nt
COC(=O)c1ccccc1NC(=O)Cn1cnc2c(cnn2-c2ccccc2)c1=O	7.2%	15.2%	-0.4	12.1%	-6.8	-4.0	-5.9%	0.9	-1.2
Cc1ccc2cc(CN(Cc3ccco3)C(=O)c3cccs3)c(=O)[nH]c2c1	5.6%	16.5%[57.1 µM]	0.1	-26.4%[57.1 µM]	0.6	-5.1	-14.9%	-5.4	-0.1
CCNC(=S)N(CCc1cccc(C)c1)Cc1cc2cc(OC)c(OC)cc2[nH]c1=O	1.2%	11.3%	-1.0	-18.0%	-0.2	0.7	-10.1%	-5.4	0.0
CCN1CCC(N(Cc2ccc(F)cc2)C(=O)Nc2cc(Cl)ccc2C(=O)OC)CC1	9.9%	1.2%	0.3	11.3%	-1.6	1.5	?	nt	-0.6
COc1ccc(OCCCCc2c(C)n[nH]c2C)cc1	0.0%	-1.2%	nt	24.7%	nt	-6.2	-13.8%	nt	nt
CCOc1ccccc1NC(=O)c1cc(=O)c2ccc(C)cc2o1	2.1%	4.8%	-0.4	4.2%	-0.8	1.4	10.2%	nt	-0.2
Cc1ccc(C(C)(C)C)cc1S(=O)(=O)Nc1cccc(S(=O)(=O)NC2=NCCC2)c1	-2.9%	-7.7%	0.1	-4.8%	5.8	1.1	-3.6%	-12.1	1.4
Cc1nc(SC(C)C(=O)NC2CCCC2)c2ccccc2n1 (stereo unspecified)	2.6%	2.9%	0.2	22.6%	0.2	-6.0	-22.6%	nt	nt
O=S(=O)(NCC(c1cccnc1)N1CCN(Cc2ccccc2)CC1)c1cc(F)ccc1F (stereo unspecified)	-7.6%	-3.3%	0.3	13.9%	3.3	-3.3	-7.8%	43.2*	69.8*
COc1ccc(/C=C2/C(=O)N(c3nc4ccccc4s3)N=C2CSc2ccc(Cl)cc2)cc1	7.3%	4.5%	1.3	-11.8%	-4.7	-13.4	-15.8%	-7.5	0.6
Cc1nn(-c2nc3ccccc3[nH]2)c(=O)c2ccccc12	1.2%	32.4%[activator]	12.6	?	1.5	-81.4*	-17.6%	-19.6	-1.5
Cc1ccc(CNc2nc(N)c([N+](=O)[O-])c(Nc3cccc(F)c3)n2)cc1	2.4%	-2.8%	0.8	2.1%	10.7	3.8	-20.4%	3.8	0.3
O=[N+]([O-])c1ccc(N2CCN(C(=S)c3cccc([N+](=O)[O-])c3)CC2)cc1	-6.0%	-9.9%	-1.1	-17.6%	-0.8	-3.3	-10.6%	nt	nt
CCC(=O)Nc1nc2nc(-c3ccccc3)cc(-c3ccccc3)n2n1	-3.4%	37.4%[activator]	-0.2	36.9%[activator]	24.3	-8.0	-19.8%	-9.1	-1.8
COc1ccc(C2(OC)Oc3cc(OC)ccc3C(=O)C2(O)OC)cc1 (stereo unspecified)	0.2%	19.3%[57.1 µM]	nt	11.7%[11.4 µM]	nt	22.1	-6.4%	nt	nt
Cn1c(SCc2nnc(-c3ccccc3)o2)nc2ccccc21	14.4%	4.3%[57.1 µM]	0.2	27.3%[57.1 µM]	-0.8	1.6	-20.2%	19.7	-0.9
[N-]=[N+]=NC1CC(CO)OC1n1ccc(=O)[nH]c1=O (stereo unspecified)	2.4%	2.2%	0.2	19.0%	-9.5	0.6	-15.2%	-6.0	0.2
Cc1nc(SCC(=O)Nc2nc3ccccc3s2)n[nH]1	-8.4%	-2.0%	0.6	1.8%	-1.3	-3.9	-7.1%	3.5	0.4

Arranged by value in D2 antagonist (smallest number first): some entries from above
mol | TrxR1 substrate | TRHR agonist | rTrxR1 inhibitor | TRHR enhancer | PI4K2A block | USP1-UAF1 inh | D2 antagonist
Cc1ccc(NC(=O)CN2C(=O)COc3ccc(C)cc32)nc1 | 3.4% | 0.6 | 17.3% | 23.8 | 9.2 | -17.6% | -29.5
O=C(Cc1ccccc1F)NNC(=O)c1ccncc1 | -16.4% | 0.4 | -17.9% | -3.2 | -1.4 | -1.4% | -0.9
Cc1ccc(CNc2nc(N)c([N+](=O)[O-])c(Nc3cccc(F)c3)n2)cc1 | -2.8% | 0.8 | 2.1% | 10.7 | 3.8 | -20.4% | 3.8
